PhoP inhibition: PhoP-dependent GFP reporter repression – Salmonella Typhimurium, primary screen (AID 1863); inhibition, % at 50 µM; hits with a dose series show IC50 in µM; S. Typhimurium PhoP-regulated promoter GFP reporter, 4 h; higher % means a stronger effect; actives 0.16% (n = 300,000);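 active = inhibition over 29.93%, a cutoff 3 SD above the screen mean, later confirmed by dose response; inconclusive = inhibition over 29.93% but no dose response follow-up; inactive = inhibition at most 29.93% or unconfirmed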;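 note: 0% = low Mg2+ inducing control and 100% = high Mg2+ repressing control; strong numbers were not always called active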
bCat nuc transl: beta-catenin nuclear translocation modulation; HeLa beta-catenin nuclear translocation, immunofluorescence imaging; nuclear translocation activity, % at 5 µM; AID 1665; actives 0.3% (n = 190,000);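 active = nuclear translocation activity above 50% at 5 µM, with a well cell count of 50 or more; inconclusive = wells under 50 cells across six images, flagged as toxic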;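 note: per-cell ratio of nuclear to cytoplasmic median beta-catenin stain intensity; plate controls were DMSO negative control for no effect and GSK-3 inhibitor IX positive control for full effect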
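Read-out: Nuclear/cytoplasmic beta-catenin signal ratio, % activation | Assay system: Human HeLa cell line | Times: 24 h compound exposure at 37°C, 5% CO2 | Signal: Fluorescence imaging of beta-catenin antibody stain plus DAPI | Dosing: 5 µM primary, 0.02–20 µM confirmation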
Ins promoter up: MIN6 insulin promoter up-regulation | actives 0.3% (n = 190,000) | AID 1625 | z-score at 5 µM | MIN6 insulin promoter-GFP reporter, high-content imaging; active compounds read high;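 active = z-score above 3 at 5 µM with at least 500 cells counted in the well; inconclusive = wells under 500 cells, flagged as cytotoxic or low count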
MT stabilize HCS: stabilizes microtubules in HeLa cells | HeLa tubulin immunostaining HCS, 24 h; share of cells brighter than vehicle mean+2SD | % tubulin-high responders, % at 10 µM | actives 0.83% (n = 200,000);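 active = plate Z-score above 3 for both tubulin-high and condensed-nucleus cell shares, with cell loss under 80%, at 10 µM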;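 note: anti alpha tubulin signal scored within the nucleus-defined area of each cell; some results filed as inactive read as strong as hits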
Hep lipid drop: hepatic lipid droplet formation modulation. AML12 mouse hepatocytes, oleate lipid droplets, BODIPY imaging. actives 0.4% (n = 240,000). inhibition, % at 6.5 µM. AID 1656;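 active = lipid droplet intensity inhibited by at least 50%, with more than 500 cells counted; inconclusive = wells with under 300 cells, treated as cytotoxic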
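Assay system: AML12 mouse liver cells | Compound: 6.5 µM single-point dosing | Schedule: Overnight exposure | Technique: Fluorescence imaging, 20x objective, two fields per well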
ER stress rescue: rescue of cells from ER stress-induced death, primary screen, 384-well, CSM14.1, thapsigargin, ATP luminescence (AID 1222); CSM14.1 thapsigargin-induced death rescue, ATP luminescence; higher % means a stronger effect; one-dose cellular ATP content (survival), % at 20 µM; EC50 in µM for titrated hits; 190,000 tested, under 10 active;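 active = EC50 below 50 µM in the dose-response confirmation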;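 note: death triggered by thapsigargin at about 15 µM added after 2 h compound pretreatment; cell ATP read after overnight thapsigargin exposure of roughly 18 to 22 hours; normalized against plate controls of thapsigargin alone and 5% DMSO vehicle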
Dynein cargo inh: dynein cargo transport inhibition; z-score, hits read low; AID 1381; actives 0.47% (n = 220,000); 3617.4 mouse cells, GR-EGFP nuclear translocation imaging; test concentration mostly 20 µM; stimulated with dexamethasone, 1 µM; active compounds read low;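 active = plate z-score of nuclear minus cytoplasmic receptor signal below a set negative limit, without overly bright fluorescence or cell loss, cut at about -3.5 in these data, passing the limit was not always enough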;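 note: z-score of nuclear minus cytoplasmic ring GR-EGFP intensity difference per well; some compounds called inactive have numbers as strong as hits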
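Schedule: 48 h induction, then 1 h compound, then 30 min agonist, 37 °C. Buffer or medium: tetracycline-free induction medium containing charcoal-stripped FBS. Reagent: 1.0 µM final dexamethasone stimulus. Evaluation: nuclear versus cytoplasmic GR-EGFP signal, averaged per well. Signal: high-content fluorescence imaging after fixation.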
Autophagy mod: alters autophagy in cells. AID 463193. MEF GFP-LC3 puncta imaging; test concentration mostly 10 µM. calls only at 10 µM (by protocol). actives 0.98% (n = 190,000);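 active = percentage of spot-positive cells more than 3 SD above its plate mean, without a fluorescence outlier flag or 80% toxicity; inconclusive = no clear call, values can overlap the other calls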;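 note: spot-positive cell cutoff set from DMSO-treated cells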
T cell HTS: modulates CD8 T cell binding to vesicles | 2C CD8+ T cell-vesicle binding, flow cytometry; active compounds read low | calls only at 7 µM | actives 0.068% (n = 330,000) | AID 2052;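 active = response, share of CD8 T cells binding vesicles, and their 90th percentile fluorescence all below set limits, cut at about 80% in these data, passing the limit was not always enough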
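Test system: purified 2C TCR transgenic mouse naive CD8+ T cells. Probe or stimulus: QL9-peptide-loaded Drosophila micro-vesicles bearing Ld, ICAM-1 and B7-1. Incubation: binding step 1.5 h, 37 °C, antibody labelling 20 min, ice. Measured by: flow cytometry of vesicle-bound cells.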
Dynein cargo inh cytoplasmic EGFP: further read-out of Dynein cargo inh, marked with its call; z-score; measured here: cytoplasmic GR-EGFP intensity; active compounds read high
Dynein cargo inh nuclear GR-EGFP: recorded beside Dynein cargo inh, whose call it bears; z-score; measured here: nuclear GR-EGFP intensity;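 lower value marks the stronger effect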
Dynein cargo inh cell count: also measured in Dynein cargo inh; calls as there; z-score; measured here: cell count per field
Ins promoter up cell count: recorded beside Ins promoter up, whose call it bears; cell count; measured here: cytotoxicity, nuclei count;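 total cells summed across four imaged fields per well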
Hep lipid drop cells 6.5 µM: recorded beside Hep lipid drop, whose call it bears; cell count; measured here: cell count, cytotoxicity flag;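 cells counted across two imaged fields per well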
bCat nuc transl cell count 5 µM: also measured in bCat nuc transl; calls as there; cell count; measured here: cell count, cytotoxicity flag
T cell HTS vesicle-bound %: second read-out of T cell HTS, no call of its own (marks repeat the call); double positive events, %; measured here: CD8+ vesicle-bound cell fraction;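 binding gate set so that unloaded-vesicle control wells show 10% double positive cells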
MT stabilize HCS Hoechst-high %: also measured in MT stabilize HCS; calls as there; % Hoechst-high responders; measured here: nuclear condensation Hoechst responders;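 share of cells brighter than vehicle mean plus two SD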
MT stabilize HCS cytotoxicity %: also measured in MT stabilize HCS; calls as there; toxicity, %; measured here: cytotoxicity by cell density;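 0% = mean cell density of plate MIN control wells and 100% = no cells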
Autophagy mod cell loss 18 h: also measured in Autophagy mod; calls as there; toxicity, %; measured here: cell loss, nuclei count;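 cell loss after 18 h compound exposure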
* hit, by the source's call; i = inactive; ? = inconclusive; . = not tested or not shown; + = active, no number.

smiles	Autophagy mod cell loss 18 h	T cell HTS vesicle-bound %	ER stress rescue	MT stabilize HCS cytotoxicity %	Dynein cargo inh	Dynein cargo inh nuclear GR-EGFP	Autophagy mod	Ins promoter up cell count	Hep lipid drop cells 6.5 µM	T cell HTS	PhoP inhibition	Dynein cargo inh cytoplasmic EGFP	bCat nuc transl	MT stabilize HCS	Ins promoter up	Hep lipid drop	Dynein cargo inh cell count	MT stabilize HCS Hoechst-high %	bCat nuc transl cell count 5 µM
CCN(CC)CCN1C(=O)C(=O)/C(=C(/O)c2c(C)[nH]c(C(=O)OC)c2C)C1c1cccs1 (stereo unspecified)	10	45	-0.8%	5.1	1.4	0.95	i	919	799	i	3%	0.3	.	1.1	0.4	16	-0.51	1.7	.
c1ccc(Cn2c(-c3ccccc3)c[n+]3c2SCCC3)cc1	.	24	.	.	1.4	0.69	.	.	730	i	-3%	-0.18	0.9	.	?	-6	-1	.	1270
CC1CN(CC(=O)c2c(N)n(Cc3ccccc3)c(=O)n(C)c2=O)CC(C)O1 (stereo unspecified)	-10	12	-1.1%	8.1	-1.3	-0.55	i	838	772	i	4%	-0.19	0.0	1.6	1.3	6	1	1.5	1133
O=C(Nc1ccc2c(c1)CCC2)C1CCCN(c2ncccn2)C1 (stereo unspecified)	4	7	-1.8%	13	0.38	0.49	i	1534	.	i	10%	-0.45	1.8	4.5	0	.	0.2	2.2	1452
CCCNC(=O)C(Sc1ccccc1)c1ccccc1 (stereo unspecified)	11	41	-1.9%	3.9	-0.29	-0.22	i	1367	639	i	-6%	-0.22	-3.4	1.2	0.07	-22	0.62	2.7	551
Cc1sc(-n2cccc2)c(C(=O)O)c1C	21	39	-0.8%	5.2	-1	-0.69	i	1292	.	i	-4%	-0.37	-2.5	2.7	0.82	.	1.2	2.5	966
COc1ccc([C@@H]2C[C@H]3CN(Cc4ccccc4OC)C(=O)[C@]34CCCN24)cc1C	0	59	1.7%	7.1	-0.28	-0.31	i	1550	672	i	-1%	-0.23	0.5	2.1	0.98	-20	1.2	2.8	1598
CN(c1ccc([N+](=O)[O-])cc1C(N)=O)C1CCCCC1	1	29	-0.3%	6.0	1.1	0.26	i	.	676	i	9%	-0.23	-0.6	1.6	.	4	-0.3	2.0	1500
O=C1SC(SC(=Nc2ccccc2)Nc2ccccc2)C(=O)N1c1ccccc1 (stereo unspecified)	15	46	24%	4.1	0.21	1.1	i	1280	760	i	15%	-0.14	-2.2	2.7	0.39	29	-1.1	1.9	569
CC(C)(O)C(=O)NN(C(=O)c1ccccc1)c1ccc2ccccc2c1	-2	56	-4.7%	7.6	-1.2	-0.51	i	917	.	i	4%	-0.22	2.7	1.9	-0.6	.	0.2	1.1	745
CC(=O)c1ccccc1NS(=O)(=O)c1c(C)nn(-c2ccccc2)c1C	3	10	.	9.8	0.83	0.62	i	.	632	i	1%	-0.2	.	4.3	.	-22	-0.86	2.0	.
Cc1nn(Cc2ccccc2)c(Cl)c1C(=O)NCCc1ccc(Cl)cc1	9	56	0.3%	14	0.93	0.61	i	1266	617	i	4%	-0.049	3.3	2.4	-0.04	-8	-1	2.2	1079
COc1ccc(Br)cc1CNc1ccc(O)cc1	15	45	.	4.3	1.3	0.35	i	1130	678	i	11%	-0.0065	.	4.3	0.04	-26	-2.4	1.9	.
CCCCC(c1nnnn1CCOC)N1CCN(CC)CC1 (stereo unspecified)	2	25	1.5%	3.8	-0.037	-0.15	i	1260	739	i	-1%	-0.23	0.0	4.7	0.26	0	0.35	1.6	1187
COc1ccc(-n2c(C)cc(C(=O)CCl)c2C)cc1	54*	22	0.3%	34	-3.8*	-2.7*	+	1459	703	i	7%	1.8*	-0.5	6.6	0.11	-1	-0.27*	49	1071

(listing goes on)
smiles	Autophagy mod cell loss 18 h	T cell HTS vesicle-bound %	ER stress rescue	MT stabilize HCS cytotoxicity %	Dynein cargo inh	Dynein cargo inh nuclear GR-EGFP	Autophagy mod	Ins promoter up cell count	Hep lipid drop cells 6.5 µM	T cell HTS	PhoP inhibition	Dynein cargo inh cytoplasmic EGFP	bCat nuc transl	MT stabilize HCS	Ins promoter up	Hep lipid drop	Dynein cargo inh cell count	MT stabilize HCS Hoechst-high %	bCat nuc transl cell count 5 µM
N#CCCN1CCn2c1nc1ccccc12	16	46	-2.6%	8.0	-0.27	-0.026	i	843	786	i	-5%	-0.42	2.1	2.7	0.18	5	0.076	2.4	980
CCOC(=O)c1ccc(NC(=O)CCNS(=O)(=O)c2ccc3c(c2)oc(=O)n3C)cc1	9	43	-3.2%	6.1	0.4	1.1	i	1936	606	i	-10%	-0.24	-1.5	3.5	0.26	15	-0.37	2.4	1122
CNC(=O)c1ccc(Nc2nnc(-c3ccc(C)c(S(=O)(=O)NCC4CCCO4)c3)c3ccccc23)cc1 (stereo unspecified)	-10	12	-1.0%	10	0.2	-0.081	i	.	308	i	-13%	-0.25	-1.6	3.7	.	-30	0.48	3.1	989
COC(=O)c1ccc(C(C(=O)NC2CCCCC2)N(C(=O)Cc2cccs2)C2CC2)cc1 (stereo unspecified)	12	35	4.6%	1.3	-0.78	-0.58	i	1591	.	i	26%	-0.18	-0.6	1.7	-0.6	.	0.46	1.8	1327
O=C(CNC(=O)c1ccco1)OCc1ccc(C(=O)Oc2ccccc2)cc1	-8	34	-3.7%	9.6	1.3	0.66	i	1480	673	i	-6%	-0.24	1.3	2.4	-0.03	-16	-0.12	2.0	884
CCOC(=O)c1[nH]c(C)c(C(=O)Nc2ccc(C)c(Cl)c2)c1C	-6	51	-1.3%	5.7	-0.67	-0.31	i	1156	737	i	-10%	0.069	0.2	3.8	0.08	-5	1	3.4	1267
Cc1ccc(NCc2nnc(SCC(N)=O)n2CCc2ccccc2)cc1	-1	.	.	8.2	-0.67	-0.13	i	1312	668	.	0%	-0.21	.	2.0	0.41	-9	0.058	2.3	.
C/C(=N\N1CCN(Cc2ccc(Cl)cc2)CC1)c1ccc(F)cc1	.	50	.	.	0.48	0.92	.	.	717	i	-2%	-0.27	1.2	.	.	24	-0.74	.	1328
COc1ccc(OC)c(NS(=O)(=O)c2ccc(Cl)s2)c1	10	18	-1.5%	11	-0.48	0.26	i	.	773	i	-9%	-0.23	-2.2	13	.	0	1.5	4.3	1254
O=C(Nc1ccccc1N1CCOCC1)c1cccc([N+](=O)[O-])c1	-18	38	-3.5%	7.1	-0.72	-0.46	i	1367	662	i	-6%	-0.011	1.0	3.4	0.17	-11	0.4	3.1	849
CCCn1c(/N=C/c2ccc3c(c2)OCO3)nc2ccccc21	-7	44	-0.8%	7.5	0.37	0.38	i	970	829	i	47%	-0.51	.	1.2	0.24	-4	0.53	1.5	.
O=S(=O)(Cc1ccccc1)N1CCc2ccccc2C1	-1	56	3.4%	7.6	-0.3	-0.013	i	1272	.	i	0%	-0.21	-0.2	3.0	1.3	.	-0.032	1.9	1268
CCOc1ccc(/C(=N\O)C(C)NO)cc1 (stereo unspecified)	18	55	0.9%	4.7	-0.7	-0.036	i	1241	.	i	-3%	-0.18	.	5.9	0.13	.	-0.52	2.5	.

Entries of single compounds, looked up by structure. Screens in order: Autophagy mod cell loss 18 h | T cell HTS vesicle-bound % | ER stress rescue | MT stabilize HCS cytotoxicity % | Dynein cargo inh | Dynein cargo inh nuclear GR-EGFP | Autophagy mod | Ins promoter up cell count | Hep lipid drop cells 6.5 µM | T cell HTS | PhoP inhibition | Dynein cargo inh cytoplasmic EGFP | bCat nuc transl | MT stabilize HCS | Ins promoter up | Hep lipid drop | Dynein cargo inh cell count | MT stabilize HCS Hoechst-high % | bCat nuc transl cell count 5 µM
CCCn1c(/N=C/c2ccc3c(c2)OCO3)nc2ccccc21 as listed: -7 | 44 | -0.8% | 7.5 | 0.37 | 0.38 | i | 970 | 829 | i | 47% | -0.51 | . | 1.2 | 0.24 | -4 | 0.53 | 1.5 | .
O=C(Nc1ccccc1N1CCOCC1)c1cccc([N+](=O)[O-])c1 as listed: -18 | 38 | -3.5% | 7.1 | -0.72 | -0.46 | i | 1367 | 662 | i | -6% | -0.011 | 1.0 | 3.4 | 0.17 | -11 | 0.4 | 3.1 | 849
